KOR beta-arrestin-1: KOR antagonists, beta-arrestin recruitment, cell-based, luminescence, uHTS (AID 1778). KOR beta-arrestin recruitment, luminescence, antagonist mode; higher % means a stronger effect. inhibition, % at 10 µM; hits with a dose series show IC50 in µM. 290,000 compounds, 0.091% hits; in the data active = inhibition above about 50%; also: strong numbers were not always called active
GPR55 LPI antagonism: inhibition of LPI-stimulated GPR55 beta-arrestin translocation – imaging, U2OS, beta-arrestin-GFP, LPI agonist, primary screen (AID 2013) | inhibition, % at 10 µM; hits with a dose series show IC50 in µM | U2OS GPR55 beta-arrestin-GFP translocation imaging, LPI antagonism; higher % means a stronger effect | 290,000 compounds, 0.13% hits;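 active = spots per cell inhibited over 60%, with over 100 cells counted and total cytoplasm intensity under 500,000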;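 also: U2OS cells stably carrying GPR55 and arrestin-GFP stimulated by 5 µM LPI near EC80; imaged beta-arrestin-GFP aggregate spots per cell after agonist stimulation; plate controls were LPI-stimulated DMSO wells for no effect and DMSO wells without LPI for full effect; some results filed as inactive read as strong as hits; confirmed hits need IC50 under 10 µM and bright autofluorescent wells are also inconclusive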
West Nile virus CPE: West Nile virus antiviral activity, cell-based, CPE readout (AID 1621); one-dose CPE inhibition, % at 10 µM; IC50 in µM for titrated hits; West Nile virus-infected cells, CPE inhibition; higher % means a stronger effect; 290,000 compounds, 0.02% hits; in the data active = a potency from the dose series; also: strong numbers were not always called active
HIV peptide binding: cell-free HIV fusion peptide-binding blockers – biochemical, uHTS, fluorescence dequenching, primary screen (AID 1986); cell-free peptide binding, fluorescence dequenching, 30 min; higher % means a stronger effect; inhibition, % at 20 µM, or IC50 in µM where a hit was titrated; 290,000 compounds, 0.3% hits; in the data active = inhibition mostly above about 52%, no sharp cut-off; inactive = mostly below about 76%; also: some results filed as inactive read as strong as hits
KOR beta-arrestin-2: KOR agonists, beta-arrestin recruitment, primary screen, cell-based, luminescence, uHTS (AID 1777); activation, % at 10 µM, or EC50 in µM where a hit was titrated; 280,000 compounds, 0.02% hits; KOR beta-arrestin recruitment, luminescence; higher % means a stronger effect; in the data active = activation above about 50%, passing the limit was not always enough; also: a part of the inactive calls stands beside numbers as strong as those of hits
Dengue-2 NS5 capping: flavivirus cap methylation enzyme inhibition – biochemical, confirmation dose response, primary screen (AID 588689) | 340,000 compounds, 0.3% hits | inhibition, % at 25 µM; hits with a dose series show IC50 in µM | Dengue-2 NS5 methyltransferase capping enzyme assay, biochemical; higher % means a stronger effect; in the data active = a potency from the dose series
GPR35 antagonists: GPR35 antagonists blocking zaprinast-driven arrestin recruitment, primary screen, imaging, U2OS, beta-arrestin-GFP, zaprinast agonist (AID 2058) | U2OS GPR35 beta-arrestin-GFP translocation imaging, zaprinast antagonism; higher % means a stronger effect | one-dose inhibition, % at 10 µM; IC50 in µM for titrated hits | 290,000 compounds, 0.052% hits;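 active = inhibition of at least 50% with at least 30 cells and total cytoplasm GFP at most 10,000,000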
GPR55 activation: selective activators of receptor GPR55 – imaging, U2OS cells, beta-arrestin-GFP redistribution, primary screen (AID 1961); 290,000 compounds, 0.048% hits; U2OS GPR55 beta-arrestin-GFP redistribution imaging; higher % means a stronger effect; one-dose activation, % at 10 µM; EC50 in µM for titrated hits;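 active = activation above 40% with more than 50 cells counted in the well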;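 also: U2OS osteosarcoma cells stably expressing GPR55 and beta-arrestin-GFP; plate controls were DMSO negative control for no effect and LPI positive control for full effect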
NOD1 inhibition: NOD1 signaling inhibitors, primary screen, cell-based, luminescence, uHTS (AID 1578); 290,000 compounds, 1% hits; inhibition, % at 4 µM; hits with a dose series show EC50 in µM; NOD1-driven NF-kB luciferase reporter cells, luminescence; higher % means a stronger effect; in the data active = inhibition mostly above about 36%, no sharp cut-off; inactive = mostly below about 34%;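 also: HEK-293T reporter cells stimulated with the NOD1 agonist gamma-tri-DAP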
Dengue-2 NS5 capping pilot replicate: further read-out of Dengue-2 NS5 capping, marked with its call; inhibition, %; measured here: pilot screen replicate inhibition
Numbers without * were called inactive; . = not tested or not shown; [ ] = another dose, or the depositor's remark. An excerpt. The share of hits here may be higher or lower than overall.

SMILES	KOR beta-arrestin-1	GPR55 LPI antagonism	West Nile virus CPE	HIV peptide binding	KOR beta-arrestin-2	Dengue-2 NS5 capping	GPR35 antagonists	GPR55 activation	NOD1 inhibition	others
COc1cc(NC(=O)c2ccccc2[N+](=O)[O-])c(C(=O)O)cc1OC	11%[20 µM]	4%	0.9%	-0.1%	-5.0%	-2%	0%	-0.1%	-25%
CC1CCCC(NC(=O)c2ccc3c(SCC(=O)O)c4c(nc3c2)CCC4)C1C (stereo unspecified)	19%	-12%	0.2%	2.0%	0.3%	-4%	-19%	-0.1%	4%
CCOc1ccc(C(CC(=O)O)NC(=O)c2ccco2)cc1 (stereo unspecified)	16%	4%	0.1%	3.9%	10%	-7%	-1%	0.5%	-37%	Dengue-2 NS5 capping pilot replicate=-5.3
COCCNC(=O)CN1CCC(n2c(C)nc3cc(C(F)(F)F)ccc32)CC1	12%	-3%	-0.8%	-1.3%	-1.7%	0%	-11%	-0.1%	4%
O=C(c1ccc(S(=O)(=O)N2CCCCCC2)cc1)N(c1ccccn1)C1CCCCC1	23%	0%	-1.4%	0.9%	-4.5%	-10%	-3%	0.0%	-13%
Cc1cccc(NC(=O)Nc2ccc3c(c2)N(C)C(=O)CS3)n1	14%	-4%	0.2%	-2.2%	-0.6%	1%	17%	-0.1%	-37%
COc1ccc(-c2cc(C(=O)NCC3CCCO3)c3ccccc3n2)cc1 (stereo unspecified)	-23%	5%	-0.5%	-1.2%	0.2%	-9%	13%	0.0%	-10%
COc1ccccc1NC(=O)CN1CCN(CC(=O)Nc2ccc(F)cc2)CC1	-45%	-7%	0.0%	0.5%	1.4%	-4%	-5%	0.2%	8%
O=C(CSc1nnc2ncccn12)N1CCCCCC1	1%	-2%	0.2%	1.2%	-1.2%	-3%	-9%	0.6%	-6%
CCC(c1nnnn1CCc1ccccc1)N1CCN(c2ccc(OC)cc2)CC1 (stereo unspecified)	14%	0%	-0.5%	1.2%	0.3%	-7%	5%	-0.2%	-7%

The last six entries of the part above come first, to join the parts:
SMILES	KOR beta-arrestin-1	GPR55 LPI antagonism	West Nile virus CPE	HIV peptide binding	KOR beta-arrestin-2	Dengue-2 NS5 capping	GPR35 antagonists	GPR55 activation	NOD1 inhibition	others
O=C(c1ccc(S(=O)(=O)N2CCCCCC2)cc1)N(c1ccccn1)C1CCCCC1	23%	0%	-1.4%	0.9%	-4.5%	-10%	-3%	0.0%	-13%
Cc1cccc(NC(=O)Nc2ccc3c(c2)N(C)C(=O)CS3)n1	14%	-4%	0.2%	-2.2%	-0.6%	1%	17%	-0.1%	-37%
COc1ccc(-c2cc(C(=O)NCC3CCCO3)c3ccccc3n2)cc1 (stereo unspecified)	-23%	5%	-0.5%	-1.2%	0.2%	-9%	13%	0.0%	-10%
COc1ccccc1NC(=O)CN1CCN(CC(=O)Nc2ccc(F)cc2)CC1	-45%	-7%	0.0%	0.5%	1.4%	-4%	-5%	0.2%	8%
O=C(CSc1nnc2ncccn12)N1CCCCCC1	1%	-2%	0.2%	1.2%	-1.2%	-3%	-9%	0.6%	-6%
CCC(c1nnnn1CCc1ccccc1)N1CCN(c2ccc(OC)cc2)CC1 (stereo unspecified)	14%	0%	-0.5%	1.2%	0.3%	-7%	5%	-0.2%	-7%
CC(=O)c1cccc(NC(=O)N2CCOCC2)c1	-5%	-15%	-0.2%	-1.1%	-3.8%	-4%	19%	-0.1%	-3%
Nc1nc(N)nc(COc2ccccc2)n1	-5%	11%	1.3%	-2.4%	0.4%	-2%	11%	0.0%	-22%
CCOc1ccc(NC(=O)c2ccncc2)cc1	-7%	4%	-0.3%	0.5%	4.6%	-2%	3%	-0.1%	-2%
CCOc1cc(Cl)c(S(=O)(=O)NCCCn2ccnc2)cc1Cl	-1%	5%	-1.5%	-1.6%	-0.1%	-7%	20%	0.5%	28%	Dengue-2 NS5 capping pilot replicate=-1.2
CCOC(=O)NNC(=O)C1CCC(C)CC1 (stereo unspecified)	17%	6%	0.5%	-0.2%	-1.0%	-7%	-2%	-0.3%	-22%
CCc1ccc(OCC(=O)NC(C)(C)C)cc1	.	10%	-0.2%	1.3%	-3.0%	-3%	3%	0.1%	-18%
Cc1ccc(-c2ccc(CCC(=O)O)n2-c2ccc(C(=O)O)cc2)cc1	-20%	-9%	-0.1%	11%	7.6%	7%	1%	0.0%	0%
O=C(c1ccc(CNc2c(N3CCCC3)c(=O)c2=O)cc1)N1CC=C(c2ccccc2)CC1	8%	4%	0.2%	-0.3%	-0.1%	-1%	-5%	-0.1%	0%
Cc1cc(NC(=O)CSCc2ccccc2C)no1	16%	-3%	-0.2%	1.2%	0.6%	-4%	-10%	0.0%	-18%
CCCCc1nnc(NC(=O)C2CC(=O)N(c3ccc(C)cc3)C2)s1 (stereo unspecified)	8%	-2%	-0.4%	-0.3%	-4.9%	5%	-5%	-0.2%	-21%
CNC(=O)N(O)C1N(/N=C/c2cc(Br)ccc2O)C(=S)SC1(C)C (stereo unspecified)	13%	-10%	-0.1%	-2.7%	-0.6%	-2%	2%	-0.1%	-2%
Cc1c(C)c2ccc(OCC(=O)NCCc3c[nH]c4ccccc34)c(C)c2oc1=O	-12%[20 µM]	1%	-1.3%	-0.5%	-3.6%	-2%	-5%	-0.1%	-23%
Cc1ccc(C)c(NC(=O)/C(C#N)=C/c2cn(CC(=O)NCc3ccco3)c3ccccc23)c1	-5%	11%	-0.5%	0.8%	-4.8%	-2%	22%	-0.4%	-23%
COc1ccccc1NC(=O)C1=C(C)Nc2nc(-c3cccs3)nn2C1c1cccnc1 (stereo unspecified)	-18%	9%	0.3%	1.5%	2.1%	1%	-9%	-0.1%	-24%
CCOc1ccc(NC2=NCC(=O)N2Cc2cccs2)cc1	-41%	-11%	0.1%	-0.6%	13%	-1%	-9%	-0.1%	5%
Cc1cc2c(n1-c1ccc(Br)cc1)CC(C)(C)CC2=O	-3%	10%	0.0%	0.3%	-9.9%	-5%	0%	0.2%	-4%	Dengue-2 NS5 capping pilot replicate=-6.1
CC(Sc1nc2c(c(=O)[nH]1)CCCC2)C(=O)Nc1ccc(S(N)(=O)=O)cc1 (stereo unspecified)	-20%	9%	0.2%	-0.5%	-7.9%	-4%	12%	-0.2%	-26%
COc1ccc(F)cc1C(=O)C1CCCN(C(=O)CCc2ccccn2)C1 (stereo unspecified)	-8%[20 µM]	12%	-1.8%	-0.6%	.	10%	-13%	-0.1%	-23%
CCOC(=O)/C(C#N)=C\c1ccc(OC)c(OC)c1	-16%[20 µM]	8%	-0.2%	0.9%	-1.5%	-2%	-4%	-0.1%	-23%
Nc1cc(=O)[nH]c(=O)n1Cc1ccco1	-15%	0%	0.0%	-0.3%	-0.3%	2%	0%	-0.1%	-20%
O=C(CSc1nnc2ccccn12)NCCc1ccc(Cl)cc1	-43%	6%	0.2%	-1.0%	0.3%	-1%	-5%	-0.7%	-43%
CN(CC(=O)Nc1ccccc1Br)C(=O)c1ccccc1-c1nc2ccccc2s1	1%	-17%	0.5%	-0.5%	7.3%	-3%	-17%	-0.1%	33%
CC(=O)Nc1cccc(C(=O)/C=C/c2ccc(Br)cc2)c1	3%	13%	-1.4%	0.3%	3.0%	-20%	-12%	0.2%	21%
C/C(=N/NC(=O)CSc1nc2ccccc2n1C)c1ccncc1	9%	4%	-0.5%	0.2%	-2.5%	-7%	-1%	0.0%	-25%
CC(=O)c1cccc(OCc2cc(C(=O)N(C)CCc3ccccn3)no2)c1	-11%	-1%	-0.6%	0.3%	7.0%	-3%	-7%	-0.1%	-20%
CCC(C)NS(=O)(=O)c1ccc(S(=O)(=O)N2CCCC3(CCCCC3)C2)cc1 (stereo unspecified)	-23%	25%	-0.5%	1.6%	-2.6%	-8%	2%	-0.1%	24%
O=C(NC1CC1)c1cc2c(s1)-c1ccccc1OC2	-18%	-10%	1.1%	-1.0%	-2.5%	-1%	0%	-0.2%	14%
Cc1ccc(C2CC(c3cccc(Br)c3)Nc3nnnn32)cc1 (stereo unspecified)	-24%	-5%	-0.3%	-2.7%	-1.0%	3%	-8%	-0.2%	9%
COc1ccc([N+](=O)[O-])cc1NS(=O)(=O)c1ccc(Cl)c(C(=O)Nc2sc3c(c2C#N)CCCCC3)c1	-142%[20 µM]	-10%	-1.3%	1.1%	1.8%	.	-10%	0.2%	17%
O=[N+]([O-])c1cc(/C=N\O)ccc1Oc1ccc(F)cc1	-48%[20 µM]	-17%	-1.1%	-1.5%	-0.8%	-7%	24%	-0.1%	-1%

The last 2 records of the part above are carried over, then new ones follow.
SMILES	KOR beta-arrestin-1	GPR55 LPI antagonism	West Nile virus CPE	HIV peptide binding	KOR beta-arrestin-2	Dengue-2 NS5 capping	GPR35 antagonists	GPR55 activation	NOD1 inhibition	others
COc1ccc([N+](=O)[O-])cc1NS(=O)(=O)c1ccc(Cl)c(C(=O)Nc2sc3c(c2C#N)CCCCC3)c1	-142%[20 µM]	-10%	-1.3%	1.1%	1.8%	.	-10%	0.2%	17%
O=[N+]([O-])c1cc(/C=N\O)ccc1Oc1ccc(F)cc1	-48%[20 µM]	-17%	-1.1%	-1.5%	-0.8%	-7%	24%	-0.1%	-1%
CCn1cc(C(=O)N2CCN(c3ccccc3F)CC2)c(=O)c2ccc(C)nc21	0%	8%	.	1.0%	-0.5%	3%	-12%	0.7%	-10%
CCNc1nc(OCC)nc(N2CCC(Cc3ccccc3)CC2)n1	23%	-1%	-1.3%	-0.2%	-1.0%	-6%	-2%	-0.2%	-22%
CC(=O)Nc1ccc(NC(=O)C2CCCN(c3ncccn3)C2)cc1 (stereo unspecified)	20%	3%	0.0%	2.4%	-6.8%	-2%	-2%	-0.3%	-1%
CC(=O)Nc1c(O)nc(SCC(=O)Nc2nnc(SCc3ccccc3)s2)[nH]c1=O	-14%	-3%	0.7%	11%	3.9%	4%	-2%	-0.4%	-17%
COc1ccc(Cl)cc1N(C(C)=O)c1nc(C)cc(C)c1C#N	-16%[20 µM]	12%	0.7%	0.5%	4.5%	-2%	-5%	-0.3%	9%
CSc1ccc(C(=O)C2CCCN(C(=O)CN3CCOC3=O)C2)cc1 (stereo unspecified)	3%	-5%	-0.3%	-1.5%	1.0%	-1%	3%	-0.1%	-30%

Source: PubChem
